Compound activity from PubChem BioAssay.
ANO1 block = TMEM16A chloride channel inhibitors, primary screen, cell-based, HTS; HEK293 TMEM16A/YFP iodide influx fluorescence, ionomycin; normalized B-score (activity score, 25-100; higher = stronger inhibition) at 10 µM; hit rate 1.2% among 310,000; AID 588511, 2011;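 active = ratio plate-corrected score three or more library SD toward inhibition, starting fluorescence score within five deviations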;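 also: score derived from kinetic fluorescence span divided by baseline fluorescence per well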
Target sequence (Q8BHY3 whole entry, looked up): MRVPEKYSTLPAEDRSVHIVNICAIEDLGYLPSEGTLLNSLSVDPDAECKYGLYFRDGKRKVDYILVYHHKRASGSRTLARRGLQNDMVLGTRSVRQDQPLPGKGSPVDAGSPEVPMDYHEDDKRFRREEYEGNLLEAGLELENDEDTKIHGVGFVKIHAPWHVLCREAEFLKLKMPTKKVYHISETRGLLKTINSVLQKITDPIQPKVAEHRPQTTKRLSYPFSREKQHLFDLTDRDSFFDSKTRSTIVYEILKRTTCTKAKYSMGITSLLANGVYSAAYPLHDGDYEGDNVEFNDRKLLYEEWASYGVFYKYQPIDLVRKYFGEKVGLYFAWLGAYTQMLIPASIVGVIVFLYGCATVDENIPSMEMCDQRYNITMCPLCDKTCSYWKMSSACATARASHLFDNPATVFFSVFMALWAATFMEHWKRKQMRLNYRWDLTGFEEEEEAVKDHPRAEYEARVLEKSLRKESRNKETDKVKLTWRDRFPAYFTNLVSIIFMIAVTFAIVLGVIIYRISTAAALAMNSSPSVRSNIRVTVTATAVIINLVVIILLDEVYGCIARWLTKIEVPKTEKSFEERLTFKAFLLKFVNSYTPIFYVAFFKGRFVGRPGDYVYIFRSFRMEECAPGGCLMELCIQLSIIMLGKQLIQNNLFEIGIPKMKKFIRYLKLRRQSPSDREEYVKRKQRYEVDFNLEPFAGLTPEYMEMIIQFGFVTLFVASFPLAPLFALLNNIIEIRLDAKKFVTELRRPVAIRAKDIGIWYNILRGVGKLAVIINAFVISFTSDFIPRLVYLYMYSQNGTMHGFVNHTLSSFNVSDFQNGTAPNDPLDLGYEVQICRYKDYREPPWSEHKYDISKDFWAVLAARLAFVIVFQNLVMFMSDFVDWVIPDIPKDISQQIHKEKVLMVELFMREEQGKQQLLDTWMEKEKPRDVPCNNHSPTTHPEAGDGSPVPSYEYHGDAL
MrgX1 ag = agonists of human MrgX1 receptor, primary screen, HEK293 cells, Fluo-4 calcium flux; Mas-related G-protein coupled receptor member X1 (Homo sapiens), Q96LB2; Fluo-4 calcium fluorescence, agonist mode; hits give high values; B-score at 10 µM; hit rate 0.44% among 310,000; AID 588627, 2011;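 active = calcium response B-score plate-corrected fluorescence ratio at least 3 library SD, with starting fluorescence B-score inside 5 SD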
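System: HEK293 cells stably expressing human MrgX1 receptor; Dosing: test compound in the initial addition of three; Schedule: overnight plating, then 30 min 37 °C plus 30 min room-temperature dye loading; Detection: kinetic calcium dye fluorescence, Fluo-4 NW; Controls: per-plate positive and negative controls for Z′ factor.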
ANO1 activ = TMEM16A chloride channel activators or potentiators, primary screen, cell-based, HTS; HEK293 TMEM16A/YFP-H148Q/I152L, iodide quench fluorescence; hits give low values; B-score at 10 µM; hit rate 0.3% among 340,000; AID 623877, 2012;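 active = fluorescence-ratio B-score plate-corrected deviation score at least 3 library SD below zero, with starting fluorescence score within 5 deviations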;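 also: channel opened by trigger with iodide after compound preincubation; score built on the fluorescence ratio of max minus min over baseline; more negative score means more quench and so TMEM16A activation or potentiation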
TRPC4 act = activators of mouse TRPC4 channel, primary screen, Fluo4 calcium, HEK293 TRPC4beta/mu-opioid cells; hit rate 0.49% among 310,000; Short transient receptor potential channel 4 (Mus musculus), Q9QUQ5; AID 2237, 2010; B-score at 10 µM; Fluo4 calcium fluorescence; hits give high values;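 active = B-score above 5 SD of library B-scores, and initial fluorescence ratio not above library mean plus 5 SD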;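 also: positive B-score marks a calcium rise read as TRPC4 activation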
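Assay system: HEK293 stable line with TRPC4beta plus mu-opioid receptor; schedule: 45 min room-temperature Fluo4 loading, 110 s read; technique: kinetic Fluo4 calcium fluorescence; evaluation: integrated baseline-normalised fluorescence ratio, converted to per-well B score; controls: buffer (low) and maximal DAMGO (high)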
TRPC6 activator = mouse TRPC6 channel activators, primary screen, cell-based, HEK293, membrane potential dye | B-score at 10 µM | hit rate 0.13% among 310,000 | HEK293-TRPC6 membrane potential dye fluorescence; hits give high values | AID 2550, 2010;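 active = B-score of the integrated fluorescence ratio above library mean plus 3 SD, and starting fluorescence ratio within library mean plus 5 SD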;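 also: higher score means more depolarization so channel activation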
TRPC4 PAM = positive allosteric modulators of TRPC4, primary screen, cell-based, mouse TRPC4beta, HEK293 mu-opioid, Fluo-4 calcium; Short transient receptor potential channel 4 (Mus musculus), Q9QUQ5; DAMGO EC20, Fluo-4 Ca2+ flux; hits give high values; B-score at 10 µM; hit rate 0.42% among 310,000; AID 2227, 2009;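 active = B-score of calcium response area above 5 SD of library B-scores, with initial fluorescence ratio within 5 SD of library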;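 also: B-score of integrated fluorescence ratio over time as area under calcium response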
MrgX1 PAM = positive allosteric modulators of MrgX1, primary screen, HEK293 cells, Fluo-4 calcium flux | Mas-related G-protein coupled receptor member X1 (Homo sapiens), Q96LB2 | FDSS; hits give high values | B-score at 10 µM | hit rate 0.63% among 310,000;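 active = plate-corrected calcium response at least 3 library SD above typical, normal starting fluorescence, not activating the receptor alone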;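 also: compound read alongside a low EC10 to EC30 dose of BAM8-22 agonist; peak minus trough fluorescence over baseline measured at the second addition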
SKKanGAS inh = S. pyogenes SKKanGAS growth inhibitors in kanamycin, primary screen, streptokinase expression inhibitor project, SKKanGAS strain, BacTiter-Glo luminescence. 6 h. inhibition, % at 7.5 µM. hit rate 1.3% among 300,000;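 active = mean replicate score, as percent of positive control median, at least 50; inconclusive = mean below 50 but one replicate at or above 50; inactive = mean and every replicate below 50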;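 also: strain carries kanamycin resistance gene driven by streptokinase promoter and grows in 40 µg/ml kanamycin; loss of luminescence reflects streptokinase promoter inhibition or plain growth inhibition; 0% = median of DMSO wells and 100% = positive control at its reference dose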
TRPC6 inhibitor = mouse TRPC6 channel inhibitors, primary screen, cell-based, HEK293, membrane potential dye; Short transient receptor potential channel 6 (Mus musculus), Q61143; ACh-evoked depolarization; hits give low values; B-score at 10 µM; hit rate 1.1% among 310,000; AID 2553, 2010;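 active = B-score under library mean minus 3 SD, initial fluorescence not abnormally high, positive integrated signal ratio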;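 also: B-score derived from integrated fluorescence ratio over the kinetic read; more negative B-score means stronger inhibition of depolarization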
TRPC4 inh = inhibitors of mouse TRPC4 channel, primary screen, Fluo4 calcium, HEK293 TRPC4beta/mu-opioid cells; Short transient receptor potential channel 4 (Mus musculus), Q9QUQ5; DAMGO-evoked Fluo4 calcium flux; hits give low values; hit rate 0.39% among 300,000; B-score at 10 µM;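 active = B-score over 3 SD under the library average, no early fluorescence shift, positive overall ratio signal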
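Assay system: HEK293 cells with stable TRPC4beta plus mu-opioid receptor expression; Probe or stimulus: DAMGO in two steps, submaximal then maximal; Dosing: single-point compound dosing; Measured by: Fluo4 calcium-dye fluorescence, kinetic read; Read-out basis: B score from integrated Fluo4 fluorescence ratio.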
MrgX1 antagonist = antagonists of human MrgX1 receptor, primary screen, HEK293 cells, Fluo-4 calcium flux; Mas-related G-protein coupled receptor member X1 (Homo sapiens), Q96LB2; BAM8-22 antagonism; hits give low values; B-score at 10 µM; hit rate 1.3% among 310,000; AID 588676, 2011;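 active = calcium-response B-score plate-corrected more than 3 library SD below zero, starting fluorescence within 5 deviations, no agonist response on first addition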;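 also: peak minus trough fluorescence over baseline after final BAM8-22 challenge near maximal dose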
Numbers without * were called inactive; i = inactive; ? = inconclusive; / = no result given. Compounds as they come. About 6.7% of those tested had a hit in this group.

canonical_smiles	ANO1 block	MrgX1 ag	ANO1 activ	TRPC4 act	TRPC6 activator	TRPC4 PAM	MrgX1 PAM	SKKanGAS inh	TRPC6 inhibitor	TRPC4 inh	MrgX1 antagonist
O=C(CCN1C(=O)c2ccccc2S1(=O)=O)Nc1ccc2c(c1)OCCO2	i	i	i	i	i	i	i	0.4	i	i	i
CC(NC(=O)CSc1ccccc1C(=O)O)C1CC2CCC1C2 (configuration not stated)	i	i	i	i	i	i	i	-8.4	i	i	i
O=C(Nc1cccc(Cl)c1)Nc1nc(-c2ccc(Cl)cc2)cs1	i	i	i	i	i	i	i	-0.7	i	i	i
Cc1cc(C(F)(F)F)nn1Cc1ccc(C(=O)NCc2ccco2)o1	i	i	i	i	i	i	i	-0.4	i	i	i
CC(=O)Oc1ccc(C(=O)Nn2cnnc2)cc1	i	i	i	i	i	i	i	-0.6	i	i	i
CCOc1ccccc1-c1cc(C(=O)Nc2ccc(C(=O)O)cc2)c2ccccc2n1	i	i	i	i	i	i	i	30.7	i	i	i
COc1ccc(S(=O)(=O)Nc2ccc(C)cn2)cc1	i	i	i	i	i	i	i	-0.1	i	i	i
COc1cccc(NC(=O)C2C3CCC4C(CCC32)C4(Cl)Cl)c1 (configuration not stated)	i	i	i	i	i	i	i	1.5	i	i	i
Cc1ccc(-n2ncc3c(N4CCN(c5ccccc5)CC4)ncnc32)c(C)c1	i	i	i	i	i	i	i	18.5	i	i	i
COC(=O)c1ccccc1NC(=O)COC(=O)c1ccccc1N=Nc1ccc(N(C)C)cc1	i	i	i	i	i	i	i	15.2	i	i	i
O=c1c2ccccc2c(-c2ccccc2)nn1Cc1ccc(Cl)cc1	i	i	i	i	i	i	i	24.1	i	i	i
Cc1c(CCO)c(=O)n2c([nH]c3ccccc32)c1C#N	i	i	i	i	i	i	i	12.1	i	i	i
CC(NC(=O)C(NC(=O)C1CCCN1C(=O)OC(C)(C)C)C(C)C)C(N)=O (configuration not stated)	i	i	i	i	i	i	i	3.0	i	i	i
CCCC(=O)N(Cc1cc(=O)[nH]c2ccccc12)c1ccc(C)cc1C	i	i	i	i	i	i	i	-2.3	i	i	i
Cc1ccccc1NC(=O)Nc1ccc2c(c1)OCO2	i	i	i	i	i	i	i	9.2	i	i	i
Cc1ccc(-c2nc(N3CCOCC3)sc2C(=O)N2CCOCC2)cc1	i	i	i	i	i	i	i	3.1	i	i	i
CCOc1cc(CNCc2cccs2)cc(Br)c1OCC	i	i	i	i	i	i	i	-18.9	i	i	i
COc1cc(C)c(S(=O)(=O)NCc2cccnc2)cc1C	i	i	i	i	i	i	i	2.2	i	i	i
COCc1ccc(C(=O)NC(C)c2cnn(-c3ccccc3C)c2C)o1 (configuration not stated)	i	i	i	i	i	i	i	-7.6	i	i	i
O=C(NC1CCOCC1)C1CCC(=O)N(CCc2cccc(F)c2)C1 (configuration not stated)	i	i	i	i	i	i	i	2.0	i	i	i

Further entries:
canonical_smiles	ANO1 block	MrgX1 ag	ANO1 activ	TRPC4 act	TRPC6 activator	TRPC4 PAM	MrgX1 PAM	SKKanGAS inh	TRPC6 inhibitor	TRPC4 inh	MrgX1 antagonist
CC(C)(C)c1ccc(C(=O)N2CCN(C(=O)C3CCCCC3)CC2)cc1	i	i	i	i	i	i	i	-1.0	i	i	i
Cc1cc(O)c(-c2cc(C(=O)Nc3ccc(S(=O)(=O)N4CCOCC4)cc3)[nH]n2)cc1C	i	i	i	i	i	i	i	12.9	i	i	i
O=C(NCCCN1CCOCC1)c1ccc(Br)cc1Br	/	/	/	i	i	i	/	-20.2	i	i	/
CCN(CC)C(=O)c1ccccc1NS(=O)(=O)c1ccc(OC)c(C(=O)N2CCOCC2)c1	i	i	i	i	i	i	i	-0.4	i	i	i
O=C(COC(=O)c1ccc(Cl)nc1)Nc1ccc(S(=O)(=O)N2CCCC2)cc1	i	i	i	i	i	i	i	-1.3	i	i	i
COC(=O)c1ccc(CN(C)S(=O)(=O)c2cccs2)cc1	i	i	i	i	i	i	i	2.3	i	i	i
CC(CCc1ccccc1)NC(=S)NC1CCCCC1 (configuration not stated)	i	i	i	i	i	i	i	3.1	i	i	i
CCN(CC)C1=C(Cl)C(=O)C(Cl)C12OCCO2 (configuration not stated)	i	i	i	i	i	i	i	-0.6	i	i	i
N/C(=N\OC(=O)CCn1cccc(C(F)(F)F)c1=O)c1ccc(OC(F)(F)F)cc1	i	i	i	i	i	i	i	0.8	i	i	i
COc1ccc(/C=C2\CCc3ccccc3C2=O)cc1O	i	i	i	i	i	i	i	4.6	i	i	i
O=C1NC(c2ccc(Cl)cc2)Nc2ccccc21 (configuration not stated)	i	i	i	i	i	i	i	-0.4	i	i	i
CC(Oc1ccc(F)cc1)C(=O)Nc1ccccc1N1CCCCC1 (configuration not stated)	i	i	-21.2*	i	i	i	12.2*	?	i	i	i
O=C(c1cc(COc2c(F)cccc2F)on1)N1CCC(c2ccccc2F)C1 (configuration not stated)	i	i	i	i	i	i	i	12.7	i	i	i
O=[N+]([O-])c1cc(F)c2cccnc2c1O	i	i	i	i	i	i	i	40.3	i	i	i
COC(=O)c1ccncc1C(=O)Nc1ccc(Oc2ncc(C(F)(F)F)cc2Cl)cc1	i	i	i	i	i	i	i	5.6	i	i	i
CCC1(C)CC(CC(=O)O)(c2ccccc2OC)CCO1 (configuration not stated)	i	i	i	i	i	i	i	-4.6	i	i	i
O=C(c1ccc(COCC(F)(F)F)cc1)N1CCN(c2ccccn2)CC1	i	i	i	i	i	i	i	12.7	i	i	i
O=C(NCC1CCCO1)c1ccc2c(=O)n(-c3ccc(F)cc3)c(=S)[nH]c2c1 (configuration not stated)	i	i	i	i	i	i	i	-3.9	i	i	i
Cc1cc(C)nc(SCc2ccc(C(=O)N/N=C/C3CCCCC3)cc2)n1	i	i	i	i	i	i	i	4.5	i	i	i
Cn1ncc2c(Nc3ccc(-c4ccccc4)cc3)ncnc21	i	i	i	i	i	i	i	16.7	i	i	i

Next compounds follow:
canonical_smiles	ANO1 block	MrgX1 ag	ANO1 activ	TRPC4 act	TRPC6 activator	TRPC4 PAM	MrgX1 PAM	SKKanGAS inh	TRPC6 inhibitor	TRPC4 inh	MrgX1 antagonist
C=CCNS(=O)(=O)c1cc(S(=O)(=O)NCC=C)c(OC)cc1OC	i	i	i	i	i	i	i	2.7	i	i	i
O=C1c2ccccc2C(=O)C12OC(c1ccccc1)C1(C(=O)c3ccccc3C1=O)C2c1ccc([N+](=O)[O-])cc1 (configuration not stated)	i	i	i	i	i	i	i	-5.1	i	i	i
O=C(Nc1ccc(F)cc1)c1cccc(C(=O)Nc2ccc(F)cc2)c1	i	i	i	i	i	i	i	9.2	i	i	i
COc1ccc(NC(=O)c2cccc3cccnc23)cc1S(N)(=O)=O	i	i	i	i	i	i	i	-4.0	i	i	i
O=C(Oc1c(-c2ccco2)oc2ccccc2c1=O)c1cccnc1	i	i	i	i	i	i	i	7.4	i	i	i
CCN1C(=O)C(CC(=O)Nc2ccc(F)cc2)N(CCCN2CCN(c3ccc(F)cc3)CC2)C1=S (configuration not stated)	i	i	i	i	i	i	i	3.7	-6.48*	i	i
O=C(c1ccc(F)cc1)N1CCN(c2cc(N3CCCCC3)c(F)cc2[N+](=O)[O-])CC1	i	i	i	i	i	i	i	15.6	-10.1*	/	i
CCOC(=O)N1CCC(NC(=O)CCC(=O)N2CCOc3ccc(C)cc32)CC1	i	i	i	i	i	i	i	-11.7	i	i	i
C=C1C(C(=O)Nc2ccccc2)C1C(=O)Nc1ccccc1 (configuration not stated)	i	i	i	i	i	i	i	-17.7	i	i	i
C=C1CCC[C@]2(C)C[C@H]3OC(=O)C(CNCCN(CC)CC)[C@H]3CC12 (some centres not stated)	i	i	i	i	i	i	i	-3.2	i	i	i
CCOC(=O)C(=NCC1CCCO1)NNc1ccccc1Cl (configuration not stated)	i	i	i	i	i	i	i	2.3	i	i	i
Nc1ccc(S(N)(=O)=O)cc1	i	i	i	i	i	i	i	-0.1	i	i	i
CN(C)S(=O)(=O)c1cccc(COC(=O)c2cnccn2)c1	i	i	i	i	i	i	i	10.7	i	i	i
Cc1cc2c(C)cc(=O)[nH]c2cc1NC(=O)CCl	i	i	i	i	i	i	i	2.1	i	i	i
CCC(C)NC(=O)c1ccccc1C(=O)NC(C)CC (configuration not stated)	i	i	i	i	i	i	i	0.1	i	i	i
Clc1ccc(OCc2nn3c(C4CCCCC4)nnc3s2)cc1	i	i	i	i	i	13*	i	-0.6	i	i	i
COc1cc(S(=O)(=O)N2CCC(O)(c3cccc(C(F)(F)F)c3)CC2)ccc1-n1cnnn1	i	i	i	i	i	i	i	-7.0	i	i	i
Cc1ccc(/C=N/NC(=O)c2ccc(NC(=O)c3ccccc3Cl)cc2)o1	i	i	i	i	i	i	i	4.3	i	i	i
COc1ccc(C(=O)Nc2nc(N)n(-c3ccccc3)n2)cc1	i	i	i	i	i	i	i	1.2	i	i	i
COc1ccc(Oc2coc3cc(OC(=O)c4cncc(Br)c4)ccc3c2=O)cc1	i	i	i	/	/	/	i	/	/	/	i
COc1ccc(Cc2nnc(SCC(=O)Nc3ncc(C)s3)o2)cc1	i	i	i	i	i	i	i	1.0	i	i	i
CCNc1sc(C(=O)c2cccs2)c(N)c1-c1nc2ccccc2s1	i	i	i	i	i	i	i	25.3	i	i	i
